GLP-1R inv ag – acts as inverse agonist at human GLP-1 receptor; P43220; actives 1.6% (n = 410,000); Potency, µM (titrated, usually from 38.3 µM), for the others: top-dose activity change, negative = inhibition, hits mostly inhibitors; AID 624417; HEK293 GLP-1R CRE-luciferase, luminescence, 24 h; GLP-1R form is constitutively active; further: potency means the concentration at half of the fitted maximal effect; on the % scale 0 is the no-effect control and ±100 the full control effect; nearly all actives have a fitted effect of over 55% in size
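HEK293 cells stably co-expressing a cAMP-responsive luciferase reporter and constitutively active GLP-1R were seeded, incubated 12 h, then exposed to compounds for 24 h at 37 C. Luminescence was read 12 min after detection reagent; inverse agonists lower signal.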
GLP-1R agonist – activates the human GLP-1 receptor. actives 0.007% (n = 380,000). P43220. AID 624172. HEK293 GLP-1R CRE-luciferase, luminescence, 4-6 h; cells express a hypersensitive GLP-1R form. Potency, µM (series often up to 45.6 µM), for inactives: at the top dose activation, usual class: activators; further: potency means the concentration at half of the fitted maximal effect; % of control where 0% means no effect
GLP1R cytotox – cytotoxicity in counter-screen for GLP-1R inverse agonists; actives 0.13% (n = 410,000); Potency, µM (top dose mostly 38.3 µM), for inactives: at the highest dose activity change, negative = inhibition, most hits filed as inhibitors; HEK293 cAMP-luciferase reporter cells, luminescence, 24 h;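 further: loss of luciferase light is scored as toxicity; potency means the concentration at half of the fitted maximal effect; on the % scale 0 is the no-effect control and ±100 the full control effect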
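Compound-treated cells are incubated 24 hr at 37 deg C under 5% CO2 after a 12 hour attachment period, then luciferase detection reagent is added and luminescence is measured following 12 min at room temperature; lowered signal indicates toxicity.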
IL2 activator – activates IL-2 in a cell-based reporter assay; IL-2 activation reporter assay, cell-based qHTS; stimulated with anti-CD3/CD4/CD28 beads; in transgenic mouse T cells; activation, % (series mostly up to about 46 µM); actives 0.065% (n = 360,000); AID 652025; in the data active means activation above about 50%; inconclusive means mostly about 30% to 49%; further: 0% is about no effect
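Quantitative HTS in unstimulated transgenic mouse T cells, with memory T cells as non-tolerant control and PMA/ionomycin as tolerance-bypass control. Compound pretreatment lasted 60 minutes before 18 h bead stimulation; EGFP/DsRed fluorescence read.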
PI5P4Ka inh – PI5P4K alpha (human) kinase inhibition. P48426. PI5P4Kalpha enzyme, ADP-Glo luminescence, 60 min; stronger effect = lower value. max response, %. actives 1.2% (n = 330,000). AID 652105; active means max response of -50% or lower; inconclusive means between -30% and -50%; inactive means -30% or higher; further: value at the top dose of about 77 µM; on the % scale 0 is the no-effect control and ±100 the full control effect
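qHTS, 1536-well: enzyme/substrate mix, compound by pin tool, 5 microM ATP final; RT 60 min; ADP-Glo reagents 1 (45 min) then 2 (30 min); luminescence.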
WRN inhibitor – WRN helicase (human) inhibition | actives 0.46% (n = 360,000) | AID 651768 | Potency, µM (top dose mostly 114 µM), for inactives: at the highest dose activity change, negative = inhibition, usual class: inhibitors | WRN helicase unwinding, fluorescent forked duplex, kinetic | Q14191; further: potency means the concentration at half of the fitted maximal effect; on the % scale 0 is the no-effect control and ±100 the full control effect; nearly all actives have a fitted effect of over 55% in size
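WRN at 20 nM final preincubated with compound 15 min at room temperature; reaction started with 100 nM fluorophore/quencher forked duplex oligonucleotide and 2 mM ATP final. Unwinding followed kinetically by red fluorescence (ex 525, em 598 nm).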
D3 ag – agonists of human D3 dopamine receptor; P35462; D3R DiscoveRx beta-arrestin cells, luminescence, 90 min; max activation, %; actives 0.58% (n = 410,000); AID 652048; in the data active means max activation above about 30%; further: 0% is about no effect; mostly tested at two doses, the higher about 12 µM
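Agonist mode: compounds and dopamine controls were applied to plated cells for 90 min at 37 degrees C after an overnight attachment at 1500 cells/well. Luminescent read-out followed 30 - 60 minutes at room temperature with DiscoveRx detection reagent.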
DRD3 antagonist – blocks the human D3 dopamine receptor; P35462; D3R cells, DiscoveRx beta-arrestin luminescence, antagonist mode; stronger effect = lower value; max response, negative = inhibition, %; actives 2.5% (n = 360,000); AID 652054; in the data active means max response below about -50%; inconclusive means no clear call, values can overlap the other calls; further: on the % scale 0 is the no-effect control and ±100 the full control effect; mostly tested at two doses, the higher about 12 µM
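Cells expressing the human receptor were seeded at 1500 cells/well, incubated overnight at 37 degrees C in 5% CO2, then exposed to library compounds with dopamine controls for 90 minutes at 37 degrees C before luminescent detection.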
PLK1 PBD inh – inhibitors of human PLK1 polo-box domain binding; P53350; Plk1 PBD binding of FITC phosphopeptide, fluorescence polarization; Potency, µM, inactives show max response, negative = inhibition, most hits filed as inhibitors; actives 2.8% (n = 360,000); AID 720504; further: potency means the concentration at half of the fitted maximal effect; series mostly up to about 57 µM; on the % scale 0 is the no-effect control and ±100 the full control effect; nearly all actives have a fitted effect of over 65% in size
Target sequence (P53350 whole entry, looked up, the tested form may be a part): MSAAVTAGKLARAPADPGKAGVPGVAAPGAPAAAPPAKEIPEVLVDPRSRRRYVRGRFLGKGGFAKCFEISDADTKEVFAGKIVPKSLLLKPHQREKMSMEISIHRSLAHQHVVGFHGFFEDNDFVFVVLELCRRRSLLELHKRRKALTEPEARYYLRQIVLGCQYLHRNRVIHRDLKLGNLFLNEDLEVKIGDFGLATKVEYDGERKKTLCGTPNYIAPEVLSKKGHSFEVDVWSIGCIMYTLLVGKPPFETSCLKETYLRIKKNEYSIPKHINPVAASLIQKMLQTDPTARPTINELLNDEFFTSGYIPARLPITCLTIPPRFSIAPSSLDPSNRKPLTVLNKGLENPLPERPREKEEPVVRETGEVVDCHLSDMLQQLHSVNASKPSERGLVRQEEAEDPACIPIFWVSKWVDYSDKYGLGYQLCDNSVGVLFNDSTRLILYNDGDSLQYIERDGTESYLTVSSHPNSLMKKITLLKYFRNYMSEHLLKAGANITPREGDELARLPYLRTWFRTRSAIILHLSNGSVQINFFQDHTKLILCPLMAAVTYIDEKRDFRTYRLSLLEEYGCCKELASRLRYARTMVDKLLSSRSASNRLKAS
* marks the source's active call; other numbers are inactive results; ? = inconclusive; / = not tested or not shown; [ ] = another dose, or the depositor's remark. Unless noted, the call rests on the fitted dose curve; in most records, active means well fitted curve in the direction sought with a large enough effect; inconclusive means small, poorly fitted or top-dose-only effect, or another doubt; inactive means no such curve, though single readings can be large; an effect the other way counts as inactive or inconclusive.

1	COc1cc2c3c(c1)/C(=C1/SC(=S)NC1=O)C(=O)N3C(C)(C)C=C2C
2	CCOc1cccc(OCCCCN2CCCCC2)c1
3	CO/N=C/CC(=O)c1ccc(-c2ccccc2)cc1
4	CN(c1ccccc1)S(=O)(=O)c1cc(C(=O)Nc2nc3ccccc3[nH]2)ccc1Cl
5	COC(=O)[C@@]12C[C@@H](CC(=O)NCc3ccc(OC)c(OC)c3)C(=O)N(CCc3ccc(OC)c(OC)c3)C1=CCC(C)(C)C2
6	Cc1cccc(OC(C)C(=O)Nc2nc(-c3cccnc3)cs2)c1 (centres undefined)

compound no.,1,2,3,4,5,6
GLP-1R inv ag,-27%,-3%,-5%,?,6%,-5%
GLP-1R agonist,-1%,-7%,6%,-1%,/,8%
GLP1R cytotox,?,-9%,-2%,-29%,11%,-8%
IL2 activator,-1.9,1.7,1.2,-0.8,0.0,-2.9
PI5P4Ka inh,-12,-2,-10,-19,7,-15
WRN inhibitor,-10%,-6%,1%,-9%,-11%,-1%
D3 ag,3,-13,-3,8,1,-2
DRD3 antagonist,-4,-66*,-11,61,20,8
PLK1 PBD inh,?,-1%,-19%,-1%,-14%,-23%

7	CC(C)Oc1ccc(S(=O)(=O)N2CCCCC2)cc1NC(=O)CN1C(=O)NC2(CCCC2)C1=O
8	C=CCNc1nc(C2(C)CC3(CC(C)(C)OC3=O)C(=O)O2)cs1 (centres undefined)
9	CCOC(=O)c1cc(C(=O)NCc2ccc(Cl)cc2Cl)nn1C
10	CSc1nc(N)c2c3c(sc2n1)COC(C(C)C)C3 (centres undefined)
11	CC/S(=N\S(=O)(=O)c1ccc(C)cc1)c1ccccc1 (centres undefined)
12	CC(Nc1nc(-c2ccc(F)cc2)cs1)c1nc2cc(Cl)c(N3CCCCC3)cc2n1CCOCCO (centres undefined)

compound no.,7,8,9,10,11,12
GLP-1R inv ag,-2%,8%,4%,0%,-7%,?
GLP-1R agonist,15%,-14%,-2%,1%,-3%,14%
GLP1R cytotox,-1%,-11%,59%,7%,-3%,?
IL2 activator,0.0,0.8,0.7,-0.5,-0.2,-0.6
PI5P4Ka inh,1,0,1,7,2,0
WRN inhibitor,-10%,10%,-19%,4%,1%,-7%
D3 ag,13,-2,2,4,-1,-6
DRD3 antagonist,-19,53,24,-17,-26,3
PLK1 PBD inh,1%,-15%,-6%,-7%,-15%,-10%

13	CCOc1ccc(NC(=O)NNC(=O)c2ccc3ccccc3c2O)cc1
14	O=C(Nc1ccn(Cc2ccccc2F)n1)c1ccc(COc2cc(Cl)ccc2Cl)o1
15	COc1ccc(C(=O)NC(C(=O)NCCc2ccc3c(c2)OCCO3)C(C)C)cc1 (centres undefined)
16	O=C(Cc1ccccc1)NCC1COc2ccccc2O1 (centres undefined)
17	CCOc1ccc(S(=O)(=O)N2CCc3ccccc3C2)cc1
18	Cc1ccc(OCC(=O)NC2CCS(=O)(=O)C2)cc1 (centres undefined)

compound no.,13,14,15,16,17,18
GLP-1R inv ag,-12%,?,-6%,-5%,?,5%
GLP-1R agonist,-6%,0%,-2%,14%,17%,-6%
GLP1R cytotox,2%,6%,7%,-5%,7%,15%
IL2 activator,-3.5,1.6,1.5,0.6,-0.6,0.4
PI5P4Ka inh,6,/,2,/,17,/
WRN inhibitor,1%,-17%,6%,-18%,-4%,-4%
D3 ag,1,-6,-1,5,-5,4
DRD3 antagonist,6,9,-4,6,7,0
PLK1 PBD inh,-15%,-9%,-8%,-4%,-3%,-2%

19	CC1CCN(c2oc(-c3ccccc3Cl)nc2C#N)CC1
20	CCC(C)c1ccc(O)c(N)c1 (centres undefined)
21	Cc1cc(N2C(=O)C(O)=C(C(=O)c3cc4ccccc4o3)C2c2cccs2)no1 (centres undefined)
22	Cc1ccc(N2CCCn3c2cc(C)c(C#N)c3=O)cc1C
23	CCOc1ccc(OCCC(=O)N(CC)CC(=O)NCc2cccs2)cc1
24	O=C(NC(=S)N1CCN(c2ccc([N+](=O)[O-])cc2Cl)CC1)c1ccco1
25	Cc1ccc(N2C(=O)CC(c3ccsc3)C3=C2CC(C)(C)CC3=O)cc1 (centres undefined)
26	Nc1ccccc1-c1nc2ccccc2c(=O)o1

compound no.,19,20,21,22,23,24,25,26
GLP-1R inv ag,?,79%[activator],-18%,0%,9%,8%,-1%,18%
GLP-1R agonist,10%,-14%,-2%,-6%,20%,-2%,5%,-2%
GLP1R cytotox,8%,-8%,20%,-10%,-26%,-15%,-2%,-10%
IL2 activator,-0.1,-2.0,-0.2,-0.8,0.2,-3.7,-2.9,-2.3
PI5P4Ka inh,22,/,-26,1,4,2,0,3
WRN inhibitor,-2%,1%,-11%,1%,1%,2%,12%,3%
D3 ag,-17,22,11,0,3,4,-8,-3
DRD3 antagonist,22,25,5,-8,-7,-4,-10,0
PLK1 PBD inh,-4%,-2%,?,0%,-2%,-9%,-5%,-17%

In another format: results already given
no.	mol	GLP-1R inv ag	GLP-1R agonist	GLP1R cytotox	IL2 activator	PI5P4Ka inh	WRN inhibitor	D3 ag	DRD3 antagonist	PLK1 PBD inh
14	O=C(Nc1ccn(Cc2ccccc2F)n1)c1ccc(COc2cc(Cl)ccc2Cl)o1	?	0%	6%	1.6	/	-17%	-6	9	-9%
15	COc1ccc(C(=O)NC(C(=O)NCCc2ccc3c(c2)OCCO3)C(C)C)cc1 (centres undefined)	-6%	-2%	7%	1.5	2	6%	-1	-4	-8%
16	O=C(Cc1ccccc1)NCC1COc2ccccc2O1 (centres undefined)	-5%	14%	-5%	0.6	/	-18%	5	6	-4%
17	CCOc1ccc(S(=O)(=O)N2CCc3ccccc3C2)cc1	?	17%	7%	-0.6	17	-4%	-5	7	-3%
18	Cc1ccc(OCC(=O)NC2CCS(=O)(=O)C2)cc1 (centres undefined)	5%	-6%	15%	0.4	/	-4%	4	0	-2%
19	CC1CCN(c2oc(-c3ccccc3Cl)nc2C#N)CC1	?	10%	8%	-0.1	22	-2%	-17	22	-4%
20	CCC(C)c1ccc(O)c(N)c1 (centres undefined)	79%[activator]	-14%	-8%	-2.0	/	1%	22	25	-2%
21	Cc1cc(N2C(=O)C(O)=C(C(=O)c3cc4ccccc4o3)C2c2cccs2)no1 (centres undefined)	-18%	-2%	20%	-0.2	-26	-11%	11	5	?
22	Cc1ccc(N2CCCn3c2cc(C)c(C#N)c3=O)cc1C	0%	-6%	-10%	-0.8	1	1%	0	-8	0%
23	CCOc1ccc(OCCC(=O)N(CC)CC(=O)NCc2cccs2)cc1	9%	20%	-26%	0.2	4	1%	3	-7	-2%
24	O=C(NC(=S)N1CCN(c2ccc([N+](=O)[O-])cc2Cl)CC1)c1ccco1	8%	-2%	-15%	-3.7	2	2%	4	-4	-9%
25	Cc1ccc(N2C(=O)CC(c3ccsc3)C3=C2CC(C)(C)CC3=O)cc1 (centres undefined)	-1%	5%	-2%	-2.9	0	12%	-8	-10	-5%
26	Nc1ccccc1-c1nc2ccccc2c(=O)o1	18%	-2%	-10%	-2.3	3	3%	-3	0	-17%

High-throughput results as filed in PubChem BioAssay.
